HSF1 activator: HSF-1 activators, primary screen, NIH3T3-HGL cells, MG132 stress, luminescence, single point; NIH3T3-HGL HSF-1 luciferase reporter, 8 h; 100% = twice DMSO control signal; activation, % at 9 µM; actives 1.7% (n = 300,000);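 active = mean replicate activation of at least 50% with a set share of replicates each reaching 50%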;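 also: 0% = median of the neutral control wells and 100% = twice that signal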
aSyn UTR inh: MLPCN primary screen, SNCA 5' untranslated region; alpha-synuclein 5'UTR reporter, inhibitor activity; actives 0.82% (n = 300,000); inhibition, % (tested at 7.5 µM); in the data active = inhibition above about 60%;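 also: H4 neuroglioblastoma cells stably carrying SNCA 5'UTR luciferase fusion; 0% = DMSO wells and 100% = positive control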
PolyA inhibitor: polyadenylation inhibitors in yeast reporter cells, primary screen, luminescence, S. cerevisiae; calls only at 12 µM; S. cerevisiae SKY197-pL101 polyadenylation reporter, beta-gal luminescence; efflux-impaired pdr1/pdr3 knockout yeast; score 100 = 6 SD above DMSO; actives 0.02% (n = 300,000);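 active = lowest replicate activity score at least 50, where 100 means six control SD above control mean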;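 also: yeast exposed to compound for 9 h at 30 °C; higher score means more reporter readthrough which indicates perturbed polyadenylation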
KLF5 inh: KLF5 expression inhibitors, primary screen, DLD-1 cells, luminescence; DLD-1 KLF5 promoter-luciferase reporter; inhibition, % at 5 µM; actives 0.23% (n = 290,000);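 active = inhibition above a per-plate limit of that plate's mean compound inhibition plus 3 SD, cut at about 60% in these data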;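 also: 0% = DMSO wells and 100% = LY294002 at 200 µM; higher means less KLF5 promoter-driven luciferase light; inactives centre near -14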
AI-2 QS modul: Vibrio harveyi AI-2 quorum sensing modulators, primary screen, JMH597 strain, luminescence/OD600 ratio; actives 0.4% (n = 300,000); activity change, % at 7.5 µM; AID 2094, 2009; Vibrio harveyi JMH597 AI-2 luminescence/OD600 ratio, 9 h; active compounds read low; strain lacks LuxN and CqsS sensors; 0 = neutral-control median; in the data active = activity change below about -75%, passing the limit was not always enough;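 also: luminescence divided by OD600 gain over 9 h not by final OD600 alone; inactives centre near 13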
IEC-6 tox: cytotoxicity in IEC-6 intestinal epithelial cells, primary screen, cytotoxicity control for KLF5 inhibitor project, cell-based, luminescence; actives 0.78% (n = 290,000); inhibition, % at 5 µM; AID 1825, 2009; IEC-6 cytotoxicity, luminescence viability; in the data active = inhibition above about 22%;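 also: 0% = plate median of test compound wells and 100% = cytotoxic reference compound wells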
HSF1 inh: HSF1 inhibitors in luciferase reporter cells, primary screen, cell-based, NIH3T3, luminescence; NIH3T3-HGL HSE-luciferase, MG132-induced, luminescence 8 h; active compounds read low; activity change, negative = inhibition, % at 7.5 µM (by protocol); actives 0.77% (n = 300,000);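 active = more than half of replicate wells show activity change below -50%, luminescence cut by over half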;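 also: luciferase reports HSF-1 transcriptional activity via heat shock element; 0% = median of DMSO wells and -100% = zero luminescence signal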
HSP90 refold inh: HSP90 inhibitors, primary screen, cell lysate, luminescence; Heat shock protein HSP 90 (rabbit reticulocyte lysate; luciferase refolding); Rabbit reticulocyte lysate, luciferase refolding luminescence, 3 h; inhibition, % at 5.6 µM; actives 0.91% (n = 290,000);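 active = inhibition above the screen-wide mean plus 3 SD, computed separately per campaign, cut at about 16% in these data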;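 also: 0% = DMSO wells and 100% = 60 µM geldanamycin wells; inhibitors lower the luminescence because luciferase stays unfolded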
GSK3B inh: human GSK3beta kinase inhibitors, primary screen, biochemical, cell-free homogeneous, HTS; GST-GSK3beta kinase, ADP-Glo luminescence, 60 min; active compounds read low; AID 2097, 2009; actives 0.038% (n = 300,000); activity score (negative = inhibition), % at 10 µM; Glycogen synthase kinase-3 beta (Homo sapiens), P49841;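 active = more than half of replicate wells score below -50%, meaning over 50% inhibition versus plate controls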;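 also: 0% = median DMSO wells and -100% = median GW8510 positive control wells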
Target sequence (P49841 whole entry, looked up): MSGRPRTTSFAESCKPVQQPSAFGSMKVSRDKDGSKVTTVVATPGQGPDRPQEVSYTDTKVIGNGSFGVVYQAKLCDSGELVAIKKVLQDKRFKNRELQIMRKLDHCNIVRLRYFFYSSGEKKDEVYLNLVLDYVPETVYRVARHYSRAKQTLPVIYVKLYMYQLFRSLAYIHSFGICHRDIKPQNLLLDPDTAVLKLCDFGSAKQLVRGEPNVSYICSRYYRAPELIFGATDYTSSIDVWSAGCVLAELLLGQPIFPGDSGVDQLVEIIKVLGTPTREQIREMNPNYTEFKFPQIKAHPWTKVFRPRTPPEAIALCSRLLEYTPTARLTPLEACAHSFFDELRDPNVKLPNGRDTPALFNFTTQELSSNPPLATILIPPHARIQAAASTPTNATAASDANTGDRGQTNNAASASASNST
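Test system – GST-tagged human GSK3beta kinase, cell-free · Incubation – 60 min enzyme reaction, room temperature · Signal – ADP-Glo luminescence · Also added – peptide substrate and ATP at 25 µM · Controls – DMSO neutral wells and GW8510 at 20 µM as positive · Buffer or medium – Tris/MgCl2 kinase buffer · Measure – Luminescence-derived activity versus plate DMSO and GW8510 wells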
GSK3A inh: blockers of GSK3A enzyme activity – biochemical, luminescence, cell-free homogeneous, HTS, primary screen; AID 2650, 2010; inhibition, % at 10 µM; actives 0.1% (n = 320,000); GSK-3 alpha kinase, ADP-Glo luminescence, 60 min; Glycogen synthase kinase-3 alpha (Homo sapiens), P49840;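 in the data active = inhibition above about 50%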;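 also: GST-tagged GSK-3 alpha with peptide substrate and 25 µM ATP; 0% = DMSO neutral wells and 100% = GW8510 positive control wells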
Target sequence (P49840 whole entry, looked up): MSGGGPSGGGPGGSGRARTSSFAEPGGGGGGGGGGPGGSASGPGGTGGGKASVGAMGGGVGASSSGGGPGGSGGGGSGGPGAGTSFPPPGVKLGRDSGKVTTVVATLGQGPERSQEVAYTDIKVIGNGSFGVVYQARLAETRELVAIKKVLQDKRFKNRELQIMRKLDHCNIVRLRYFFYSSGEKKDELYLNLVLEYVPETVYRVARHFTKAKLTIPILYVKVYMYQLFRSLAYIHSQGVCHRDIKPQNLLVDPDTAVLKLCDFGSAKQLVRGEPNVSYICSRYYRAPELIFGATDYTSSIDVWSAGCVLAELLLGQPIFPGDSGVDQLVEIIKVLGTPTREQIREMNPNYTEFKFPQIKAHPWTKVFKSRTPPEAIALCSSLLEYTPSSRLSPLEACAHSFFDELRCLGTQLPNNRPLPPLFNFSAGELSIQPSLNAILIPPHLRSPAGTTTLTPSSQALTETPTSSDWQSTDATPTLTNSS
* = called active by the depositor; i = inactive; nt = no result given. A portion of the library; count on the stated rates, not on these rows.

SMILES	HSF1 activator	aSyn UTR inh	PolyA inhibitor	KLF5 inh	AI-2 QS modul	IEC-6 tox	HSF1 inh	HSP90 refold inh	GSK3B inh	GSK3A inh
CCOc1ccccc1N(C(=O)c1ccco1)C(C(=O)NC1CCCC1)c1cccnc1 (stereo unspecified)	36	3	i	-29	1	-7	8	-1	-8	1
CCCc1nnc2n1N=C(c1ccc(C)cc1)CS2	41	41	i	-6	4	12	7	1	-1	-11
COC(=O)Cc1[nH]nc2c1C1(C(=O)N(Cc3ccc(Cl)cc3)c3ccccc31)C(C#N)=C(N)O2 (stereo unspecified)	7	17	i	-9	-8	-1	5	-3	2	1
COc1cc(NC(=O)CCCNC(=O)Cn2cnc3sc(C)c(C)c3c2=O)cc(OC)c1OC	4	-6	i	-16	25	0	-9	-2	0	0
CCC(CC)NC(=O)COC(=O)c1ccc2c(c1)C(=O)N(Cc1ccco1)C2=O	-1	-11	i	-1	18	0	-2	-3	-28	-4
CCOC(=O)C1CCCN(C(=O)c2cc(-c3ccncc3)nc3ccccc23)C1 (stereo unspecified)	-6	11	i	nt	nt	nt	-6	nt	nt	-1
COC(=O)c1cnc(Oc2ccc(NC(=O)NC(=O)c3c(F)cccc3F)cc2)cc1C(F)(F)F	3	14	i	-35	24	-1	-5	1	5	-2
CCOC(=O)/C(=N\Nc1ccccc1Cl)N(C)C1CCS(=O)(=O)C1 (stereo unspecified)	10	13	i	-14	5	-1	4	-2	0	0
COc1cc(/C=N/Nc2nc(C)cc(C)n2)ccc1OC(=O)c1ccco1	26	-10	i	-39	12	0	0	-3	-2	2
CCC1Sc2ccc(S(=O)(=O)CCC(=O)N3CCc4ccccc43)cc2NC1=O (stereo unspecified)	33	18	i	-18	16	-4	15	1	-1	3
CCCN1CNC(=S)N(c2ccccc2OCC)C1	-10	-17	i	-14	2	1	8	7	1	-4
Cc1ccc(S(=O)(=O)NC(CC(=O)N2CCc3ccccc32)c2ccco2)cc1 (stereo unspecified)	6	25	i	-4	23	-2	0	5	3	-3
c1ccc(CNn2nnnc2-c2ccccc2)cc1	16	23	i	-15	0	2	8	2	3	1
CCn1c(=O)c(=O)n(CC)c2cc(S(=O)(=O)N3CCc4ccccc43)ccc21	-2	17	i	-31	15	-7	-1	1	1	nt
CCCCCN(C(=O)COC(=O)c1ccc(Br)o1)c1c(N)n(CCCC)c(=O)[nH]c1=O	30	7	i	-28	29	2	5	8	-2	-1
COc1ccccc1-n1cc(CN2CCN(C3CCCCC3)C(CCO)C2)cn1 (stereo unspecified)	-2	-14	i	13	14	2	-2	1	6	0
COc1ccc(CCNC(=O)c2cc(C(=O)c3cc(C)ccc3O)cn(CCc3ccc(OC)cc3)c2=O)cc1	-9	-18	i	9	17	-6	-4	0	0	5
O=C(Nc1ccc2cccnc2c1)c1ccc(Br)cc1	15	-65	i	-34	9	8	14	-3	-1	-2
CCCCc1nnc(NC(=O)C2CCCO2)s1 (stereo unspecified)	-47	-86	i	-44	8	-1	-39	0	2	-1
O=C(O)/C=C/c1ccccc1[N+](=O)[O-]	-9	8	i	5	15	-1	-3	-3	2	-4
CCOc1cccc(-c2cc(=O)[nH][nH]2)c1	16	21	i	10	10	1	17	13	3	1
COCCn1c(SCC(=O)Nc2cccc(F)c2)nc2c([nH]c3ccccc32)c1=O	5	2	i	-47	4	6	5	2	-2	1
COc1ccc(-c2cn[nH]c2-c2ccc(OCc3ccccc3)cc2O)cc1OC	4	29	i	4	-6	12	2	3	1	-4
O=C(Cn1cc(Cl)c([N+](=O)[O-])n1)NCCC1=CCCCC1	21	-4	i	-4	26	-5	2	4	0	-3
COc1ccc(S(=O)(=O)N2CCc3ccccc3C2)cc1C(=O)O	0	4	i	-19	-1	-10	-4	0	-3	-5

One compound at a time (already shown). Values in the order: HSF1 activator	aSyn UTR inh	PolyA inhibitor	KLF5 inh	AI-2 QS modul	IEC-6 tox	HSF1 inh	HSP90 refold inh	GSK3B inh	GSK3A inh
Entry for `c1ccc(CNn2nnnc2-c2ccccc2)cc1` → 16	23	i	-15	0	2	8	2	3	1
Entry for `CCOC(=O)/C(=N\Nc1ccccc1Cl)N(C)C1CCS(=O)(=O)C1` (stereo unspecified) → 10	13	i	-14	5	-1	4	-2	0	0
Entry for `CCCN1CNC(=S)N(c2ccccc2OCC)C1` → -10	-17	i	-14	2	1	8	7	1	-4

Going on with the list.
SMILES	HSF1 activator	aSyn UTR inh	PolyA inhibitor	KLF5 inh	AI-2 QS modul	IEC-6 tox	HSF1 inh	HSP90 refold inh	GSK3B inh	GSK3A inh
Cc1cc2nc(/N=C(\N)NC(=O)N3c4ccccc4Sc4ccccc43)nc(C)c2cc1C	nt	nt	nt	11	nt	-2	nt	4	nt	-3
CSc1cccc(NC(=S)NN(C)C)c1	-10	-1	i	-15	17	-7	-3	-1	1	-3
COc1ccc2cc(S(=O)(=O)N3CCOCC3)ccc2c1	18	16	i	-21	15	0	-3	-3	0	0
COc1cccc(-c2ccc(SCC(=O)NCCc3ccccc3)nn2)c1	-7	-13	i	2	3	4	4	0	2	-2
CC1=NCC(C)c2c1[nH]c1ccccc21 (stereo unspecified)	-4	-27	i	-12	27	6	-4	2	1	-32
CCC(C(=O)NCCN1CCOCC1)n1c2ccccc2c2nc(=O)cc(C)n21 (stereo unspecified)	-1	10	i	-33	9	-1	3	-3	4	1
CCOC(=O)/C=C/C(=O)OCC(=O)Nc1cccc(Br)c1	30	-1	i	-9	68	1	10	4	1	0
COc1ccc(Cl)cc1NC(=O)CNc1ccccc1CN(C)C1CCCCC1	0	11	i	8	12	6	-5	3	1	-1
COc1ccc(C(c2nnnn2CS(=O)(=O)c2ccc(C)cc2)N2CCN(c3ncccn3)CC2)cc1 (stereo unspecified)	12	18	i	-28	28	-5	-2	-4	0	-2
CCOc1cc(C2NC(=O)NC(O)(C(F)(F)F)C2C(=O)c2ccccc2)ccc1OC (stereo unspecified)	9	20	i	1	1	-2	-2	-2	0	-1
Cc1ccc(C)c(C(=O)COC(=O)c2cc([N+](=O)[O-])ccc2N2CCOCC2)c1	36	10	i	nt	8	nt	11	nt	0	-3
COc1cccc(OC(=O)CSc2nnc(-c3ccccc3Br)o2)c1	-3	-12	i	-47	29	2	-3	11	-1	-1
COc1ccc(/C=N\N=C2/SC(CC(=O)O)C(=O)N2c2ccc(O)cc2)cc1 (stereo unspecified)	-13	21	i	-1	24	2	-14	1	0	-6
COc1ccc(COc2cccc(C=O)c2)cc1	-7	-69	i	nt	13	nt	8	nt	0	-6
Cc1ccc(NC(=O)COC(=O)c2ccc3c(c2)C(=O)N(CCc2ccccc2)C3=O)c(C)c1	-15	6	i	-10	6	0	4	-5	3	2
CCC(=O)NCCCc1nc2ccccc2n1Cc1ccccc1F	0	-20	i	9	7	0	2	1	9	-1
Cc1ccc(C(=O)NC2CCN(C(=O)N3CCOCC3)CC2)cc1	-1	18	i	-3	15	1	-8	-1	-1	-5
Cc1[nH]c2ccc(-c3n[nH]c(=S)n3Cc3ccccc3)cc2c1C	-24	40	i	-35	18	5	-7	3	2	-1
CN1CCc2nc(NC(=O)COc3ccc(C#N)cc3)sc2C1	9	-3	i	1	36	2	-2	3	-2	-1
CC(OC(=O)c1ccc(Cl)c(S(=O)(=O)Nc2ccc(F)cc2)c1)C(=O)NC(N)=O (stereo unspecified)	9	-5	i	8	17	0	1	5	-1	-5
Cn1c(=O)c2c(SCc3cccc(C(F)(F)F)c3)nc(-c3ccco3)nc2n(C)c1=O	-9	36	i	-14	nt	0	-5	-2	nt	-1
C=CCNc1cc(C)oc(=O)c1C(=O)CC	22	19	i	-9	15	3	5	5	-1	-3
Cc1ccc(SC(C)C(=O)NCc2ccncc2)cc1 (stereo unspecified)	12	-8	i	-19	23	0	-1	-1	3	2
CS(=O)(=O)NC1c2cccc3cccc(c23)C1N1CCOCC1 (stereo unspecified)	-12	-12	i	-13	13	-3	5	5	1	-2
Cc1c(NC(=O)CN2c3cccc4cccc(c34)S2(=O)=O)c(=O)n(-c2ccccc2)n1C	46	-2	i	-5	35	-4	27	4	1	-1

(list continues)
SMILES	HSF1 activator	aSyn UTR inh	PolyA inhibitor	KLF5 inh	AI-2 QS modul	IEC-6 tox	HSF1 inh	HSP90 refold inh	GSK3B inh	GSK3A inh
CCNc1nc(Sc2ccc(C)cc2)cc(C(F)(F)F)n1	-7	26	i	-21	25	-14	11	-3	-2	-1
O=C(c1ccc(F)cc1)N1CCC(C(=O)N2CCN(S(=O)(=O)c3cccc(Cl)c3)CC2)CC1	-3	11	i	nt	14	nt	-9	nt	0	0
C/C(=N\NC(=O)C1CC1(C)c1ccccc1)c1ccco1 (stereo unspecified)	9	-14	i	-5	1	5	5	-1	-2	0
COc1ccc(CN=C(Nc2ccccc2)SC2CC(=O)NC2=O)cc1 (stereo unspecified)	-2	6	i	1	8	-1	0	-1	3	1
COc1ccc(CNC(=O)CC2Sc3ccccc3NC2=O)cc1 (stereo unspecified)	-20	18	i	0	-6	-2	-10	-6	0	-1
N/C(Cc1ccc(Cl)cc1)=N\OC(=O)c1ccc2ccccc2c1	-49	-19	i	-2	4	-2	-33	1	4	5
O=C1CN(C(=O)c2ccco2)C(c2ccccc2)c2cc(Cl)ccc2N1 (stereo unspecified)	19	-33	i	-1	14	1	8	2	0	-1
CCn1nc(C(=O)OCC(=O)N(CC(C)C)c2c(N)n(Cc3ccccc3)c(=O)[nH]c2=O)c2ccccc2c1=O	-13	22	i	nt	42	nt	-10	nt	4	1
Fc1ccc(CNc2ncnc3cc(Cl)ccc23)cc1	-9	21	i	0	-41	18	-9	1	-1	1
CN(C)CCn1c(C(=O)Nc2ccccc2)cc2ccccc21	-8	-1	i	3	17	-6	-9	0	0	1
Cc1ccc(/C=N/NC(=O)CSc2nc3ccccc3c(=O)n2-c2ccccc2)s1	33	16	i	-9	43	-8	2	-1	-1	-3
CN(C(=O)COC(=O)c1cc(S(=O)(=O)N2CCOCC2)ccc1F)C1CCS(=O)(=O)C1 (stereo unspecified)	-8	10	i	nt	20	nt	-2	nt	1	-1
CCCCNC(=O)C(C#N)c1nc2ccccc2nc1N1CCN(c2ccccc2F)CC1 (stereo unspecified)	14	-21	i	-45	23	1	12	-5	1	2
CC(C)n1cc(CNC(=O)C2CCC(=O)N(Cc3ccccc3F)C2)cn1 (stereo unspecified)	0	4	i	-31	21	3	0	0	nt	-2
Cc1cc(C)cc(NC(=O)Cn2c(=O)oc3cc(S(=O)(=O)N4CCC(C)CC4)ccc32)c1	-7	9	i	-27	15	-4	-10	0	-1	-1
